Source: PubChem BioAssay (several laboratories)
PDI turbidity – blocks human protein disulfide isomerase activity | inhibition, % at 10 µM | PDI insulin aggregation turbidity, A650, 90 min | actives 0.052% (n = 350,000) | AID 588391;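 active = mean inhibition across replicates of 30% or more, whatever share of single replicates reach that level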;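 note: absorbance from insulin aggregation driven by PDI reduction with DTT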
Target sequence (P07237 whole entry, looked up): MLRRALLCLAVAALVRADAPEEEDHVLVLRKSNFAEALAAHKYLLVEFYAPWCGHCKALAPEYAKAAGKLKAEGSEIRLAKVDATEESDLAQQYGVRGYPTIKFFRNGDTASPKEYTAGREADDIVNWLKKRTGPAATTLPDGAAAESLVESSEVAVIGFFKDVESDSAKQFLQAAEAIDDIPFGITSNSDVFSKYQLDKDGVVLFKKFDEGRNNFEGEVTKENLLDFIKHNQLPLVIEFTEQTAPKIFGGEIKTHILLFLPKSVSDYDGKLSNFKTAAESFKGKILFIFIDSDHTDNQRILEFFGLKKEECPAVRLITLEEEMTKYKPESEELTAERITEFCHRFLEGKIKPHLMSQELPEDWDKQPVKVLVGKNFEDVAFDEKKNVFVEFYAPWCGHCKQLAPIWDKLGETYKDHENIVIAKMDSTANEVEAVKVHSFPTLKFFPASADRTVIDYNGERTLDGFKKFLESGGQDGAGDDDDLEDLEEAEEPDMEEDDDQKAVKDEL
HIF-2a block – HIF-2a inhibition. actives 0.72% (n = 360,000). 786-0 RCC cells HIF-2a reporter, luciferase luminescence, overnight. inhibition, % at 18.8 µM;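 active = inhibition of the luminescence signal of 40% or more relative to plate controls, in a single-dose primary screen at 18.75 µM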
Shn3 inh set2 – inhibitors of Schnurri-3 3'UTR reporter in osteoblasts; Clone20 osteoblast Shn3 3'UTR firefly luciferase, 24 h; actives 0.52% (n = 360,000); inhibition, % at 12.5 µM; AID 588674;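 active = mean inhibition of at least 75% with every replicate also reaching 75%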;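 note: 0% = median of neutral control wells and 100% = pilot-screen positive control compound; some compounds past the cut are filed as inactive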
NR2E3 ag-1 – activates human NR2E3 receptor | Q9Y5X4 | CHO-S Gal4-NCOR/VP16-NR2E3 two-hybrid, luciferase | inhibition of corepressor binding, % at 3.98 µM | actives 0.35% (n = 360,000) | AID 602229;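 active = inhibition above the mean of all tested compounds plus 3 SD, cut at about 70% in these data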;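 note: 0% = DMSO with NR2E3 transfected cells and 100% = cells lacking NR2E3 construct; higher means lower luciferase signal from less NR2E3 corepressor binding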
Target sequence (Q9Y5X4 whole entry, looked up, the tested form may be a part): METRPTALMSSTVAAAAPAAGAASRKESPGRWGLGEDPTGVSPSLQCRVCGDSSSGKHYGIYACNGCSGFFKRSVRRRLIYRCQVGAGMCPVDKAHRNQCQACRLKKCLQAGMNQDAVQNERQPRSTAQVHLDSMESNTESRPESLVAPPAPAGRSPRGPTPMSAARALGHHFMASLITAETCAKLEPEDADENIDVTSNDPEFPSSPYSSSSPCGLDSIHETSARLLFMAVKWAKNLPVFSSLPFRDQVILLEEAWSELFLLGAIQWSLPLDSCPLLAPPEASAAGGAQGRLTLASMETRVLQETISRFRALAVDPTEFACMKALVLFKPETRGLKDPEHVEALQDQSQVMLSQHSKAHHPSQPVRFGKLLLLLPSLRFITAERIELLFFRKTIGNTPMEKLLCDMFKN
Vif imaging – inhibitors of HIV Vif; AID 602346; actives 0.35% (n = 340,000); inhibition, % at 7.49 µM; HEK293T cells, Vif self-association by quenched fluorescence, imaging, 24 h; in the data active = inhibition above about 50%, passing the limit was not always enough; note: some results filed as inactive read as strong as hits
CaV13 ICDI inh – Disruptors of the CACNA1D IQ motif to Ca2+-dependent inactivation inhibitor domain association, primary screening, Förster resonance energy transfer in intact living … | AID 743397 | inhibition, % at 12.3 µM | actives 0.098% (n = 340,000) | HEK cells, CFP/YFP FRET ICDI-IQ, plate reader, 10 min; percent FRET-ratio fall versus neutral wells;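 active = mean replicate inhibition of at least 30% and at least 1% of replicates passing that level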;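 note: 0% = median of the neutral control wells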
TRPM1 prom inh – reduces MITF-dependent TRPM1 promoter luciferase signal; SK-MEL-5 TRPM1 promoter luciferase, 24 h; inhibition, % at 12.5 µM; actives 0.83% (n = 330,000); AID 488899;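 active = mean inhibition across replicates of 60% or more, whatever share of single replicates reaches that level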; note: values of inactives mirror those of a sister screen read the other way
CF NFkB block – cystic fibrosis NF-kB activation inhibition | AID 588850 | inhibition, % at 5 µM | actives 0.86% (n = 360,000) | KKLEB NF-kB-GFP reporter, PAF-induced, GFP fluorescence overnight;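 active = at least 50% inhibition at 5 µM, scaled per plate between neutral and stimulator controls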;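 note: PAF is a Pseudomonas aeruginosa culture filtrate used as stimulus; plate controls were PAF-stimulated DMSO wells for no effect and unstimulated DMSO wells for full effect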
KKLEB cytotox – CF airway cell cytotoxicity counter-screen; activity change (cytotoxicity), % at 5 µM; AID 602141; actives 0.36% (n = 360,000); KKLEB CF airway cells viability, ATPlite luminescence, overnight; active compounds read low; cells stimulated with P. aeruginosa culture filtrate;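 active = corrected activity change at or below -50% at 5 µM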
Peg3 prom inh – Peg3 promoter activity inhibition; HeLa PEG-Prom luciferase reporter, luminescence, overnight; inhibition, % at 20 µM; actives 1.7% (n = 360,000); AID 588405;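 active = inhibition of at least 50% at 20 µM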
NR2E3 ag-2 – agonists of human nuclear receptor NR2E3. Q9Y5X4. GST-NR2E3/biotin-RetCOR TR-FRET, 1536-well. inhibition of corepressor binding, % at 4.78 µM. actives 0.12% (n = 320,000). AID 2300;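 active = percent inhibition above the cutoff of mean plus 3 SD of all tested compounds, set per screening campaign, cut at about 20% in these data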;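 note: 0% = DMSO wells and 100% = biotin wells as full block of FRET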
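Material – GST-tagged NR2E3 plus biotinylated RetCOR corepressor · Quantity – NR2E3 fusion 1.35 nM · Times – 5 h incubation at 4 °C · Medium – pH 7.5 Tris-based buffer · Technique – TR-FRET, Eu(K)-anti-GST donor, streptavidin-D2 acceptor, ex 340, em 617/671 nm · Benchmarks – high control biotin, low control 0.6% DMSO · Format – 1536-well plates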
Active calls of the source: *; · = no result given; & = joins results of further samples.

Assay codes: A = PDI turbidity; B = HIF-2a block; C = Shn3 inh set2; D = NR2E3 ag-1; E = Vif imaging; F = CaV13 ICDI inh; G = TRPM1 prom inh; H = CF NFkB block; I = KKLEB cytotox; J = Peg3 prom inh; K = NR2E3 ag-2
CC1CC(C)CN(CCCNC(=O)CN2C(=O)c3cccnc3Oc3ccc(Cl)cc32)C1 (stereo unspecified)
  A: -2	B: 6	C: 20	D: 11	E: -6	F: -2	G: -3	H: -8	I: -1	J: -18	K: 1

CSc1ccccc1OCc1cc(C(=O)NCCCn2nc(C)cc2C)no1
  A: -7	B: -22	C: -3	D: 4	E: -10	F: -4	G: 5	H: -11	I: -2	J: -25	K: 0

COc1ccc(-c2nc(C#N)c(NCCN(C)C)o2)cc1
  A: -6	B: -15	C: -32	D: -7	E: 6	F: -6	G: -9	H: -21	I: -6	J: 1	K: 5

Cc1cc(C(=O)COC(=O)c2ccc(NC(=O)CC#N)cc2)c(C)n1-c1ccc(OC(F)F)cc1
  A: -4	B: 19	C: -6	D: 14	E: -7	F: -6	G: -1	H: 2	I: -30	J: 0	K: ·

CCOC(=O)C1C(=O)C=C(c2ccc(C)cc2)CC1c1ccccc1 (stereo unspecified)
  A: 1	B: -34	C: -13	D: -40	E: -2	F: 3	G: -3	H: 8	I: -4	J: -6	K: 0

O=S(=O)(Nc1nc2ccccc2nc1NCc1ccco1)c1ccc(F)cc1
  A: -1	B: -7	C: -1	D: 10	E: 0	F: 5	G: -8	H: 10	I: -8	J: 7	K: 1

COc1cc(OC)c(OC)cc1/C=N/NC(=O)c1cccc(S(=O)(=O)N2CCOCC2)c1
  A: -4	B: 17	C: 2	D: -9	E: -4	F: -1	G: 5	H: 9	I: 2	J: 1	K: -4

COc1ccc(N2CCN(CCC(=O)c3ccc4ccccc4c3)CC2)cc1
  A: 14	B: -4	C: -9	D: 0	E: -3	F: -19	G: 5	H: 15	I: -8	J: 104*	K: 3

COc1ccccc1N1CCN(CC(=O)Nc2nc(C)c(C(=O)N(C)C)s2)CC1
  A: -11	B: 14	C: 7	D: -25	E: 6	F: -1	G: -3	H: 4	I: 5	J: 2	K: 2

CC(=O)c1ccc(N2CCN(S(=O)(=O)c3c(C(=O)N4CCCCC4)c(C)n(C)c3C)CC2)cc1
  A: 10	B: -18	C: -18	D: 19	E: 4	F: -6	G: -9	H: -1	I: 5	J: -8	K: 0

CC1CCC(NC(=O)C2CC(=O)N(c3ccc4c(c3)OCCO4)C2)CC1 (stereo unspecified)
  A: -1	B: -11	C: 9	D: -8	E: 4	F: -4	G: -5	H: -12	I: 13	J: -1	K: 0

O=C(CSc1ncnc2c1cnn2CCO)Nc1cccc(C(F)(F)F)c1
  A: 3	B: 16	C: -11	D: 10	E: -8	F: -5	G: -9	H: 4	I: -9	J: 5	K: -2

CCCN1CCN(C(=O)CCCNC(=O)c2ccc(Cl)cc2)CC1
  A: 3	B: 6	C: -5	D: -8	E: 10	F: -2	G: -6	H: -13	I: 2	J: -2	K: 0

Cc1cc(C(=O)C(C)OC(=O)C2=NNC(=O)CC2)c(C)n1-c1ccc(OC(F)F)cc1 (stereo unspecified)
  A: 3	B: 10	C: 5	D: 2	E: -9	F: -5	G: 5	H: 0	I: 5	J: -12	K: 3

CC[C@@]12C(=O)N(c3ccc(OC)cc3)C(=O)N1[C@H](c1ccc(Cl)cc1)[C@@H]1C(=O)N(C3CCCCC3)C(=O)[C@@H]12
  A: 6	B: 7	C: -17	D: -19	E: -3	F: -12	G: -6	H: 6	I: -6	J: 11	K: 4

O=C(Nc1ccc(F)cc1)Nc1ccc(Oc2ncnc3cc(Cl)ccc23)nc1
  A: 5	B: 11	C: -2	D: 1	E: -2	F: -5	G: 6	H: 1	I: -2	J: 4	K: 1

O=C(c1cc2c(s1)CCC2)N1CCN(c2ccccc2)CC1
  A: -2	B: -42	C: -17	D: -26	E: 5	F: ·	G: -5	H: -14	I: 1	J: -53	K: 6

CCCCC1=CC2=CC(=O)C(C)(OC(=O)CC)C(=O)C2=CN1C1CCCC1 (stereo unspecified)
  A: -1	B: 20	C: -25	D: 24	E: -7	F: -4	G: -3	H: 38	I: -12	J: -1	K: 2

COc1ccc(-c2nsc(SCC(=O)NCC3CCCO3)n2)cc1 (stereo unspecified)
  A: -1	B: -112	C: 0	D: -65	E: -5	F: -19	G: -52	H: -11	I: 1	J: -91	K: 3

COC(C(=O)Nc1cccc([N+](=O)[O-])c1)c1ccccc1 (stereo unspecified)
  A: -6	B: 3	C: 0	D: -5	E: 2	F: -4	G: 6	H: -9	I: 7	J: 5	K: 0

CCSC1=C(C#N)C(c2ccc(C)o2)CC(=O)N1 (stereo unspecified)
  A: -4	B: 9	C: -14	D: -17	E: -16	F: 9	G: 12	H: 6	I: -1	J: -1	K: -3

OCC[C@H]1C[C@H](O)[C@@H](O)[C@]2(CCCO2)O1
  A: 4	B: 8	C: -12	D: 20	E: 0	F: -11	G: -1	H: 2	I: -10	J: -2	K: 7

CCN(CC)CCCC(C)n1c(C)cc(C(=O)NS(=O)(=O)c2ccc(C)cc2)c1C (stereo unspecified)
  A: -1	B: 8	C: 3	D: -22	E: 4	F: -6	G: ·	H: 22	I: 9	J: -10	K: ·

O=C(NN1C(=O)/C(=C/c2ccc(O)c(O)c2)SC1=S)c1ccccc1
  A: 7	B: -45	C: 10	D: -11	E: -6	F: -1	G: -7	H: -4	I: -7	J: 21	K: -1

Cc1ccc(-n2ncc3c2CCCC3NC(=O)c2csnn2)cc1C (stereo unspecified)
  A: -2	B: -38	C: 12	D: 35	E: -17	F: -5	G: -3	H: -63	I: 0	J: -17	K: 2

O=C(CC1SC(=Nc2ccc(O)cc2)NC1=O)Nc1ccccc1 (stereo unspecified)
  A: -2	B: 4	C: -3	D: 2	E: -3	F: ·	G: 1	H: -13	I: 1	J: -6	K: -1

CN1CCc2c(sc3nc(SCC(=O)N4CCOCC4)n(-c4ccc(Cl)cc4)c(=O)c23)C1
  A: -2	B: 3	C: 5	D: -3	E: 18	F: -6	G: 1	H: -6	I: 6	J: 8	K: 0

O=C(c1ccc(Cl)cc1)N1CCN(c2ncccn2)CC1
  A: -3	B: 8	C: -11	D: -17	E: -3	F: -19	G: 14	H: 10	I: 0	J: 2	K: 0

CCCN(C(=O)c1ccco1)c1nnc(-c2cccc(C)c2)s1
  A: -9	B: -218	C: -93	D: -60	E: -19	F: -5	G: -15	H: -6	I: 8	J: -153	K: 2

CC1CCN(CCCCOc2ccccc2F)CC1
  A: 2	B: 8	C: 3	D: -1	E: 5	F: -18	G: -4	H: 3	I: -5	J: -8	K: -2

CCOC(=O)c1cc2sccc2n1CCCN1C(=O)c2ccccc2C1=O
  A: 0	B: -17	C: 1	D: 11	E: -2	F: -7	G: -2	H: -8	I: 4	J: -7	K: 2

Cc1coc(C)c1C(=O)CC1(O)C(=O)N(Cc2ccccc2)c2ccccc21 (stereo unspecified)
  A: 0	B: 21	C: 3	D: 22	E: -2	F: -3	G: -2	H: -3	I: 0	J: 13	K: 4

Cc1cc(C)c(CSc2ncnc3nc[nH]c23)c(C)c1
  A: -1	B: 20	C: 19	D: -37	E: 4	F: -8	G: 9	H: 36	I: -12	J: 15	K: 2

Nc1nnc(SCC(=O)c2ccc3c(c2)NC(=O)CO3)s1
  A: 1	B: 1	C: -10	D: -15	E: 1	F: -6	G: 12	H: -4	I: 10	J: 15	K: 0

O=C(O)c1ccc(NS(=O)(=O)/C=C/c2ccccc2)cc1
  A: 0	B: 8	C: -1	D: -10	E: 0	F: 0	G: 2	H: 0	I: -8	J: 15	K: 2

CCC(=O)Nc1sc2c(c1C#N)CC(C)(CC)OC2 (stereo unspecified)
  A: 3	B: -25	C: -1	D: -3	E: -2	F: ·	G: -11	H: 1	I: -4	J: -6	K: -2

CC(C)(C)C(=O)Nc1nc(NC(=O)C(C)(C)C)nc(-c2ccccc2Cl)n1
  A: -2	B: 17	C: 3	D: -5	E: 5	F: -19	G: 0	H: 10	I: -4	J: 14	K: -1

c1ccc(-c2csc(CN3CCCCC3)n2)cc1
  A: 4	B: -207	C: -94	D: -120	E: 7	F: -11	G: -53	H: -33	I: -2	J: -227	K: ·

Cc1ccc2nc(-c3cccc(SC4CCCCC4)c3)c(NC3CCCCC3)n2c1
  A: 3	B: -3&0	C: 37	D: -7&16	E: 4	F: -11&-10	G: -3	H: 24	I: -16	J: 13	K: ·

C/C(CC(=O)Nc1cccc(Cl)c1Cl)=N\NC(=O)c1ccccc1C
  A: -6	B: 8	C: -7	D: -16	E: -1	F: -5	G: 4	H: -1	I: 1	J: 3	K: -1

Cn1nc(C(=O)NCc2cccs2)c2ccccc2c1=O
  A: -4	B: 5	C: 9	D: 7	E: -2	F: -1	G: 16	H: -24	I: -2	J: -5	K: 0

CC(C)CCn1nnnc1C(c1ccccc1)N1CCC(C(N)=O)CC1 (stereo unspecified)
  A: 4	B: 3	C: 10	D: 3	E: -6	F: 0	G: 5	H: -3	I: 2	J: 16	K: 3

Cc1nnc(NC(=O)C(C)Oc2ccc3c(C)cc(=O)oc3c2)s1 (stereo unspecified)
  A: 4	B: 2	C: -1	D: -10	E: 43	F: -6	G: -6	H: 14	I: 0	J: 6	K: -2

CC1CCCC(NC(=O)CCS(=O)(=O)c2ccc3c(c2)NC(=O)CS3)C1C (stereo unspecified)
  A: 0	B: 10	C: 3	D: -25	E: 19	F: -3	G: -5	H: 10	I: 10	J: 11	K: 0

CN(C)c1nc(OCCNC(=O)Nc2ccccc2)nc(N2CCOCC2)n1
  A: 5	B: 29	C: -13	D: 8	E: ·	F: -2	G: -1	H: -4	I: 1	J: 14	K: ·

Cc1cccc(N=Cc2ccccc2O)c1C
  A: 2	B: -1	C: 1	D: -2	E: 2	F: -10	G: ·	H: -9	I: 2	J: 3	K: ·

Cc1[nH]c(=S)[nH]c(=O)c1Cc1c(O)ccc2ccccc12
  A: 0	B: 7	C: 14	D: -10	E: -11	F: -6	G: -1	H: -34	I: 1	J: 9	K: ·

O=C(NCc1ccco1)Nc1ccc2nsnc2c1
  A: -1	B: -64	C: 0	D: -5	E: 7	F: ·	G: -15	H: 19	I: -4	J: -61	K: 2

O=C(c1ccc(Cn2cc(Cl)cn2)cc1)N1CCN(c2ccccc2)CC1
  A: 4	B: -13	C: -13	D: -21	E: -5	F: -4	G: 9	H: -6	I: -8	J: 4	K: -2

Full records, quoted from the list:
Results for Cc1cccc(N=Cc2ccccc2O)c1C → PDI turbidity: 2; HIF-2a block: -1; Shn3 inh set2: 1; NR2E3 ag-1: -2; Vif imaging: 2; CaV13 ICDI inh: -10; TRPM1 prom inh: ·; CF NFkB block: -9; KKLEB cytotox: 2; Peg3 prom inh: 3; NR2E3 ag-2: ·
Results for O=C(c1ccc(Cn2cc(Cl)cn2)cc1)N1CCN(c2ccccc2)CC1 → PDI turbidity: 4; HIF-2a block: -13; Shn3 inh set2: -13; NR2E3 ag-1: -21; Vif imaging: -5; CaV13 ICDI inh: -4; TRPM1 prom inh: 9; CF NFkB block: -6; KKLEB cytotox: -8; Peg3 prom inh: 4; NR2E3 ag-2: -2
